Screens: PubChem BioAssay, National Center for Advancing Translational Sciences (NCATS)
UDG counter – UDG inhibition counter-screen | AID 1347430 | Potency, µM (series often up to 115 µM), for the others: at the top dose activity change, negative = inhibition, most hits filed as inhibitors | FRET deamination/UDG coupled assay, UDG read, 4 h | hit rate 0.14% among 91,000; further: nearly all actives have a fitted effect of over 65% in size
AID inh – inhibitors of human activation induced cytidine deaminase. AID deamination FRET fluorescence, UDG-coupled, 4 h. Q9GZX7. AID 1347428. hit rate 0.32% among 91,000. Potency, µM (titrated, usually from 115 µM), for inactives: at the top dose activity change, negative = inhibition, hits mostly inhibitors; further: nearly all actives have a fitted effect of over 25% in size
Target sequence (Q9GZX7 whole entry, looked up): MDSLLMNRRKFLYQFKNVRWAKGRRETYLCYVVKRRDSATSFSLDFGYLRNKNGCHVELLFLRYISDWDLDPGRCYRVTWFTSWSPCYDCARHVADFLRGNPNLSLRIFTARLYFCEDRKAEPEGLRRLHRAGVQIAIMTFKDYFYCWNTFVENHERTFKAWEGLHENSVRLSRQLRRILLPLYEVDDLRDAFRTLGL
Active calls of the source: *; u = inconclusive; [ ] = another dose, or the depositor's remark. The call rests on the fitted dose curve; in most records, active means well fitted curve in the direction sought with a large enough effect; inconclusive means small, poorly fitted or top-dose-only effect, or another doubt; inactive means no such curve, though single readings can be large; an effect the other way counts as inactive or inconclusive. On the % scale 0 is the no-effect control and ±100 the full control effect; potency means the concentration at half of the fitted maximal effect. The list is partial (hit frequency here may not be typical).

Order of results – UDG counter | AID inh
O=S(=O)(NCC(c1cccs1)S(=O)(=O)c1ccccc1)c1ccc(F)cc1 (centres undefined)
→ -3% | 9%
CCC(Oc1ccccc1)C(=O)N1CCN(Cc2cc(=O)n3nc(-c4cccc(C)c4)sc3n2)CC1 (centres undefined)
→ 6% | -3%
O=c1c2oc3ccccc3c2n(Cc2cccc(Cl)c2)c(=O)n1Cc1ccc2c(c1)OCO2
→ -1% | -15%
CCOc1ccccc1NC(=O)c1sc2nc(-c3ccc(OC)cc3)ccc2c1N
→ -2% | 0%
COc1ccccc1CN1CCC(CNC(=O)c2cnn(-c3ccc(C)c(C)c3)c2C2CCN(C(=O)OC(C)(C)C)CC2)CC1
→ 46%[activator] | u
COc1ccc(NC(=O)Cn2cc(C(=O)c3cccs3)c3ccccc32)cc1
→ -3% | 5%
O=C(CCCC(=O)OCC(=O)c1ccc([N+](=O)[O-])cc1)Nc1cc(C(F)(F)F)ccc1Cl
→ -18% | 2%
CC(CCc1ccccc1)NC(=O)C1(C#N)CCCC1 (centres undefined)
→ -4% | -11%
Cc1ccc(-c2nsc(NC(=O)c3oc4ccc(F)cc4c3C)n2)s1
→ 8% | 11%
O=C(CCc1c[nH]c2ccccc12)NC1CCN(C2CC2)CC1
→ 1% | 5%
CCCNC(=O)COCc1cc(-c2ccc3c(c2)OCO3)on1
→ 11% | 2%
CC(NCc1ccccn1)C12CC3CC(CC(C3)C1)C2 (centres undefined)
→ 9% | -2%
CN(C)c1cccc(C(=O)N2CCC(c3c[nH]c4ccccc34)(c3c[nH]c4ccccc34)CC2)c1
→ 2% | -25%
COc1ccc(-n2c(=O)c3ccccc3n(Cc3ccc(F)cc3Cl)c2=O)cc1OC
→ 1% | -2%
O=C(CCc1ncc(-c2ccccc2Cl)o1)N1CCN(S(=O)(=O)c2ccccc2)CC1
→ -13% | -20%
CC(=O)Nc1ccc(NC(=O)COC(=O)c2cc(=O)[nH]c3ccccc23)cc1
→ -1% | -3%
OCCC#CCN1CCCCC1
→ -5% | 1%
COc1ccc2oc(=O)c(-c3nc(-c4ccccc4Cl)no3)cc2c1
→ -4% | 3%
CCCC(=O)Nc1cccc(NC(=O)c2cccc3c(Br)cccc23)c1
→ 1% | 8%
Cc1cc(=O)n2[nH]c(NCc3ccccc3F)nc2n1
→ 7% | 1%
CC(=O)c1cc(Cl)cc(Cl)c1OCc1ccccc1
→ -3% | -7%
COc1cccc(CNC(=O)Cn2c(=O)oc3cc(S(=O)(=O)N4CCCC4)ccc32)c1
→ -2% | 11%
COc1ccc(C2=CC(c3c(F)cccc3Cl)n3nnnc3N2)cc1 (centres undefined)
→ u | -15%
COc1cc(C2CC(=O)Nc3c(-c4ccccc4)nsc32)c(OC)c2c1OCO2 (centres undefined)
→ -8% | -5%
O=C(CSc1nncn2c1cc1occc12)Nc1ccccc1C(F)(F)F
→ 0% | 28%
CCOc1ccc2ncc3c(-c4ccc(C)cc4)nn(-c4cccc(F)c4)c3c2c1
→ 1% | 17%
CC(C)C(=O)Nc1ccc2nc(SCC(=O)N3CCCC3)sc2c1
→ 1%[57.5 µM] | 6%
O=C(CCCc1ccccc1)Nc1cc(C(F)(F)F)ccc1Cl
→ 2% | -9%
CC(C)C(=O)Nc1ccc(NC(=O)CCCC(=O)O)cc1
→ -2% | -7%
COc1ccccc1NC(=O)N1CCN(Cc2nc3ccc(C)cc3o2)CC1
→ -6% | -4%
Cn1cc(S(=O)(=O)c2ccccc2)c(=O)c2cc(F)c(N3CCN(c4ccc(F)cc4)CC3)cc21
→ 1% | -11%
Cc1ccc(C(=O)NCC(c2cccnc2)N2CCc3ccccc32)cc1C (centres undefined)
→ 2% | u
CCOC(=O)c1cc(NC(=O)c2cccc(-c3cc4ccccc4oc3=O)c2)ccc1N1CCOCC1
→ 4% | 3%
CCN(CC)CCCNc1oc(-c2cccc(C)c2)nc1C#N
→ -1% | -7%
CC(=O)c1ccccc1NC(=O)c1ccccc1-c1ccccc1
→ -6% | -15%
O=C(O)C1CCCN1/C=C/C(=O)C(F)(F)F (centres undefined)
→ 6% | 9%
CCNC(=O)CC1C(=O)N(c2cccc(OC)c2)C(=O)N1Cc1ccc(OC)c(OC)c1 (centres undefined)
→ -2% | 15%
Nc1nccnc1C(=O)NCc1ccnc(Oc2ccc(F)cc2)c1
→ -2% | -4%
COc1ccc(-c2nc(SCC(=O)Nc3ccc4c(c3)OCCO4)c(-c3ccc(F)cc3)[nH]2)cc1
→ 14% | u
COc1cc2c(cc1C(C)=O)C1CCC3(C)C(OC(C)=O)CCC3C1CC2 (centres undefined)
→ -16% | -12%
CC1CC2C3CCC4=CC(=O)C=C[C@]4(C)[C@@]3(F)[C@@H](O)C[C@]2(C)[C@@]1(O)C(=O)CO (some centres undefined)
→ 2% | -3%
COC(=O)c1sc2cccc(F)c2c1S(=O)(=O)N1CCN(c2cccc(OC)c2)CC1
→ 1% | -8%
Cc1ccc2oc(C(=O)Nc3sc4c(c3C(=O)NCc3cccnc3)CCCC4)cc(=O)c2c1
→ 2%[57.5 µM] | 46%[activator][57.5 µM]
COc1cccc(NC(=O)Cn2nc(N3CCN(c4cccc(Cl)c4)CC3)ccc2=O)c1
→ -13% | 3%
COC(=O)c1cccc(COC(=O)C2Cc3ccccc3C(=O)O2)c1 (centres undefined)
→ -4% | -3%
CCN(C(=O)c1csc(-c2ccco2)n1)C1CC1
→ -6% | -6%
O=S(=O)(Cc1ccccc1Cl)N1CCc2ccccc21
→ -5% | -11%
Cc1c(CCC(=O)NCCc2ccccc2)c(=O)oc2c(C)c(O)ccc12
→ 2% | 17%
CCOc1ccc(NS(=O)(=O)c2ccc3[nH]cc(C(=O)NCC4CCCO4)c(=O)c3c2)cc1 (centres undefined)
→ 0%[57.5 µM] | -18%
Cc1cc(C(=O)CSc2nnc(COc3ccccc3Cl)n2C)c(C)n1CC(F)(F)F
→ 3% | -9%

The listing continues:
Order of results – UDG counter | AID inh
CSc1ccc(C2c3c(-c4ccccc4O)n[nH]c3C(=O)N2Cc2ccncc2)cc1 (centres undefined)
→ -6% | u
CCOc1cc(C(=O)Nc2c(NC3CCCCC3)c3ccccc3oc2=O)cc(OCC)c1OCC
→ 4% | -5%
Fc1cccc(Cl)c1CSc1nc2ncccc2o1
→ 7% | -9%
N=C(N)SCCc1cnc[nH]1
→ 3% | 29%
Nc1ccc(/C=C/c2ccccc2)cc1
→ -4% | 0%
COc1cccc(CN2C(=O)C3(SCC(=O)N3c3ccc(C)c(Cl)c3)c3ccccc32)c1 (centres undefined)
→ 1% | u
COc1ccc(NC(=O)COCc2cc(-c3ccco3)on2)cc1Cl
→ 21% | 0%
CC(C)(C)OC(=O)N1CCC(c2nnc(SCc3ccccc3F)o2)CC1
→ -14% | u
Cc1ccc(NC(=O)c2c(C(=O)Nc3ccccc3)sc3nc(C)cc(=O)n23)cc1
→ 12% | 7%
CC(=O)Nc1cccc(NC(=O)CSc2nccn2Cc2ccccc2)c1
→ -4% | -16%
Cc1cccc(NC(=O)CN2C(=O)COc3ccc(S(=O)(=O)N4CCC(C)CC4)cc32)c1C
→ 1%[57.5 µM] | 8%
CCc1nc(-c2cc(S(=O)(=O)N3CCN(c4ccccc4)CC3)ccc2OC)no1
→ 5% | -2%
COc1cccc(CNC(=O)CN2C(=O)COc3ccc(S(=O)(=O)N4CCCCC4)cc32)c1
→ -2%[57.5 µM] | 5%
CCCCCN1C(C(=O)c2ccccc2)=C(NC(=O)c2ccccc2Cl)c2ccccc2S1(=O)=O
→ -11%[57.5 µM] | -8%[57.5 µM]
CC(c1nc2ccccc2s1)N(C)C(=O)c1cccc(S(=O)(=O)Nc2ccccc2F)c1 (centres undefined)
→ 1% | 1%
C=C(Br)COc1ccccc1C(N)=O
→ 1% | -2%
Cc1c(C(=O)OCc2ccccc2C#N)oc2ccccc12
→ -1% | -11%
COc1ccc(Cn2c(=O)c3cccnc3n(Cc3cccc(F)c3)c2=O)cc1
→ u | u
Cc1nc2c(cnn2-c2ccccc2Cl)c(=O)n1-c1ccc(C(C)C)cc1
→ -6% | -10%
Brc1ccc(-c2noc(-c3cc(-c4ccco4)n[nH]3)n2)cc1
→ -5% | 70%[activator]
N=S(=O)(O)Cc1noc2ccccc12
→ -5% | 1%
Brc1ccc(COc2ccc(-n3cnnn3)cc2)cc1
→ 6% | -7%
COc1cc(C(=O)N2N=C(C)CC2(O)C(F)(F)F)ccc1OC(F)F (centres undefined)
→ 3% | 0%
Cc1cc(C)c(NC(=O)CSc2ncc(S(=O)(=O)c3ccc(C(C)(C)C)cc3)c(=O)[nH]2)c(C)c1
→ -9% | u
Cc1cccc(CNC(C)CN2CCCCC2)c1 (centres undefined)
→ -10% | -4%
COc1ccc2c(c1)c1c(c(=O)n(-c3cccc(C)c3)c(=O)n1CC(=O)NCc1ccc(C)cc1)n2C
→ 2% | 27%
COc1ccc(-c2cc(C(=O)Nc3ccc4c(c3)OCO4)no2)cc1OC
→ u | 104%[activator]
CC12CC3CC(C)(C1)CC(C(=O)NC(C)(C)CO)(C3)C2
→ -3% | 0%
COc1ccc(-c2nnc(SCC(=O)Nc3cc(OC)cc(OC)c3)[nH]c2=O)cc1
→ -1% | -4%
CC(C)c1nc2ccc(C(=O)NCCCN3CCN(c4cccc(Cl)c4)CC3)cc2o1
→ -13% | -14%
Cc1ccc(S(=O)(=O)N2CCN(Cc3ccccc3Cl)CC2)cc1
→ -6%[57.5 µM] | 0%[57.5 µM]
Cc1ccc(CN(C)C(=O)CSc2nc3ccccc3o2)o1
→ -6% | -11%
COc1ccc(-c2ccn[nH]2)cc1
→ 6% | 15%
CC(=O)c1ccc(SCC(=O)Nc2ccc(N3CCCC3=O)c(C)c2)c(F)c1
→ -4% | 5%
CCC(C(=O)Nc1sccc1C#N)c1ccccc1 (centres undefined)
→ -15% | -2%
O=C(COc1ccc(OCc2ccccc2)cc1)OCC(=O)c1cc2ccccc2o1
→ 7% | 23%
CCOc1ccc(NC(=O)Cn2c(=O)n(Cc3ccco3)c(=O)c3oc4ccccc4c32)cc1
→ 5% | 8%
Cc1ccc(NC(=O)Cn2c(=O)nc(-c3ccccc3F)c3cc(Cl)ccc32)c(Br)c1
→ 3% | -7%
CCOc1ccc2nc(NC(=O)c3nc(SCC)ncc3Cl)sc2c1
→ -12% | -3%
CCOc1ccc2c(c1)c(=O)c(C(=O)c1ccc3c(c1)OCO3)cn2Cc1cccc(F)c1
→ -5% | u

In a second layout: results already given
mol	UDG counter	AID inh
CC(=O)c1ccc(SCC(=O)Nc2ccc(N3CCCC3=O)c(C)c2)c(F)c1	-4%	5%
O=C(COc1ccc(OCc2ccccc2)cc1)OCC(=O)c1cc2ccccc2o1	7%	23%

The list goes on:
Order of results – UDG counter | AID inh
Cc1ccc(OCC(=O)Nc2nonc2-c2ccc(Br)cc2)cc1C
→ u | -6%
CCC(NC(=O)CCc1ccsc1)c1ccccc1OC (centres undefined)
→ 6% | -1%
COCCCNC(=O)c1ccc2c(=O)n(Cc3ccc(OC)cc3)c(=O)[nH]c2c1
→ -11% | -10%
Cc1cc2c(cc1S(=O)(=O)Nc1cccc(Cl)c1C)OCCN2C
→ 8% | -2%
O=C(O)CCS(=O)(=O)Nc1ccccc1
→ 7% | -1%
Cn1nc(C(=O)OC2CCCCC2=O)c2ccccc2c1=O (centres undefined)
→ -1% | 0%
COc1ccccc1/C=N\O
→ -11% | -6%
N#Cc1ccccc1NC(=O)C(=O)NCC(c1ccc2c(c1)OCO2)N1CCOCC1 (centres undefined)
→ 0%[57.5 µM] | 0%
COc1ccc(C(=O)Nc2nnc(S(=O)(=O)N3CCN(c4ccc(F)cc4)CC3)s2)cc1
→ -7% | -4%
O=C(NCCc1ccccc1)C(=O)NCC(c1ccco1)S(=O)(=O)c1ccccc1 (centres undefined)
→ 10% | -1%
COc1cccc(N2CCN(C(=O)c3cc4c(=O)n(Cc5cccnc5)ccc4nc3C)CC2)c1
→ 1% | 13%
Cc1ccc(-c2cc(=O)c3ccc4ccccc4c3o2)cc1
→ -4% | -14%
COc1cc(/C=C(/C#N)c2ccc(Cl)cc2)cc(Cl)c1OCc1ccccc1C#N
→ -11% | -3%
CCOc1ccc(N(CC)S(=O)(=O)N2CCCC(C(=O)NCc3ccc(Cl)cc3)C2)cc1 (centres undefined)
→ u | u
CCN(c1ccccc1C)S(=O)(=O)c1nnc(NC(=O)c2ccc(OC)c(OC)c2)s1
→ 5%[57.5 µM] | -9%
CC1(C)O[C@H]2[C@@H](O1)[C@@H](C(=O)Nc1cc(F)ccc1F)O[C@@H]1OC(C)(C)O[C@@H]12
→ -13% | 5%
Cc1cc(C)c2oc(C(=O)Nc3sc4c(c3C(=O)NCc3ccco3)CCC4)cc(=O)c2c1
→ -20%[57.5 µM] | 5%

Sorted by molecular weight (highest first): part of the list above.
Order of results – UDG counter | AID inh
CCOc1ccc(N(CC)S(=O)(=O)N2CCCC(C(=O)NCc3ccc(Cl)cc3)C2)cc1 (centres undefined)
→ u | u
COc1cccc(N2CCN(C(=O)c3cc4c(=O)n(Cc5cccnc5)ccc4nc3C)CC2)c1
→ 1% | 13%
CCN(c1ccccc1C)S(=O)(=O)c1nnc(NC(=O)c2ccc(OC)c(OC)c2)s1
→ 5%[57.5 µM] | -9%
Cc1ccc(-c2cc(=O)c3ccc4ccccc4c3o2)cc1
→ -4% | -14%
